Screening results: PubChem BioAssay, Broad Institute
LGR2 antag – inhibitors of bursicon-induced Drosophila LGR2 receptor cAMP signaling; AID 720647; 0.35% of 380,000 active; inhibition, % at 9.99 µM; HEK293 LGR2, CRE-luciferase, bursicon-stimulated, 4 h;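 active means drop in luminescence signal, shown as inhibition above about 50% in the replicate tests, limit read from the data, passing the limit was not always enough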;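 further: agonist challenge used bursicon conditioned medium at about half maximal strength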
ERAP1 inh – inhibitors of human ERAP1 aminopeptidase | recombinant ERAP1, Leu-AMC fluorescence, 60 min | inhibition, % at 10.7 µM | 0.15% of 340,000 active;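 active means mean replicate inhibition of at least 30%, or all replicates individually reaching that 30% level; inactive means mean below 30% and not every replicate reaching it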;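 further: 0% = neutral control wells and 100% = L-leucinethiol positive control wells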
Target sequence (Q9NZ08 whole entry, looked up): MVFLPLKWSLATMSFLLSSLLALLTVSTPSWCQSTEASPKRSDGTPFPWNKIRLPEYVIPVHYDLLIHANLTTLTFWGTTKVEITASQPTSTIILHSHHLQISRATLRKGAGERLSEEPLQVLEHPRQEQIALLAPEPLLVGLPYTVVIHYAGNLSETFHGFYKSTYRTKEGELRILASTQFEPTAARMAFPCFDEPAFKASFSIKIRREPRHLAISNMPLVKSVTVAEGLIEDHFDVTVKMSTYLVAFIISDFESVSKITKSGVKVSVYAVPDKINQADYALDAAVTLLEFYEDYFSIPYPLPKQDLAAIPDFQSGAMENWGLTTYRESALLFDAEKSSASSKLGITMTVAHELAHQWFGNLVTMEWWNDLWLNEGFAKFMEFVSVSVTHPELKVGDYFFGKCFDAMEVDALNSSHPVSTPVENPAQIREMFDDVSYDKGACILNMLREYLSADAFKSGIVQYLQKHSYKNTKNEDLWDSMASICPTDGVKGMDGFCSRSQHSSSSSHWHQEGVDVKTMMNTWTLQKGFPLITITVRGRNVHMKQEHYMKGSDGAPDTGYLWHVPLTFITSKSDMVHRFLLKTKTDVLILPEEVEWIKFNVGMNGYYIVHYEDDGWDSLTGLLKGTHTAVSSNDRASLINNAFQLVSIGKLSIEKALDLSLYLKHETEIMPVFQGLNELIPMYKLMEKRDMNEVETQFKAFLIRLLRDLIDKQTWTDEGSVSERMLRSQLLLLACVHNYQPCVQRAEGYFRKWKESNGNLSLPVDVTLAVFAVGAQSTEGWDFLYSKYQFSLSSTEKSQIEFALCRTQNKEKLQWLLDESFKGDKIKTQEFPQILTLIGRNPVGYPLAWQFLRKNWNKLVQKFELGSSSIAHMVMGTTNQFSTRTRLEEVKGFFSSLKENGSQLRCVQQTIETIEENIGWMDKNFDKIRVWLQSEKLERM
PglD DTNB – PglD (C. jejuni) enzyme inhibition; purified PglD enzyme, DTNB colorimetric CoA detection; 0.098% of 360,000 active; AID 602405; inhibition, % at 12.5 µM; in the data active means inhibition above about 16%, passing the limit was not always enough; further: strong numbers were not always called active
PGC1a acetyl inh – PGC1a acetylation modulation, inhibitor mode; U2OS PGC1a acetylation, AlphaScreen anti-acetyl-lysine; with virally co-expressed GCN5 acetyltransferase; inhibition, % at 15.6 µM; 0.17% of 350,000 active; AID 651687;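 active means every replicate shows inhibition of at least 40%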;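 further: 0% = neutral control wells and 100% = positive control wells; some results beyond the cut were filed as inactive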
S100A4 MyoIIA – inhibitors of human S100A4 binding to myosin IIA peptide. AID 652163. P26447. S100A4/TAMRA-MyoIIA peptide fluorescence polarization. inhibition, % at 10.7 µM. 0.14% of 360,000 active;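 active means mean inhibition of at least 70% across replicates, with every replicate also reaching that level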
Target sequence (P26447 whole entry, looked up): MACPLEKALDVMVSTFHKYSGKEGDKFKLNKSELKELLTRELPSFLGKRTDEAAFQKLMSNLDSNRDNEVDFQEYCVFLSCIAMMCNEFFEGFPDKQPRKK
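Compound dosing: one dose per compound; test system: human S100A4 monomer with TAMRA-labelled myosin IIA peptide; probe or stimulus: TAMRA-labelled myosin IIA heavy-chain peptide probe, 5 nM; medium: HEPES buffer with Ca2+, pH 7.2; schedule: 5 min incubation before reading; benchmarks: neutral control DMSO, positive control TFP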
PAX8 reporter – lowers PAX8-driven luciferase in RMG-I cells; RMG-I TPO-luciferase reporter, SteadyGlo, 24 h; inhibition, % at 12.6 µM; AID 652154; 1.2% of 360,000 active;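 active means mean replicate inhibition at least 60% with every replicate also reaching 60%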;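 further: luciferase light reporting Pax8 driven TPO promoter activity; plate controls were median of neutral control wells for no effect and mitoxantrone controls for full effect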
FN deposition inh – fibronectin deposition inhibition. AH1F fibroblasts, Alexa488-fibronectin deposition fluorescence, overnight. inhibition, % at 12.6 µM. 0.086% of 350,000 active. AID 743247;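 active means mean inhibition across replicates of 30% or more, regardless of how many single replicates reach that level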;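 further: positive control wells lacked labelled fibronectin entirely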
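Assay system: AH1F fibroblasts assembling fluorescent fibronectin matrix; Amount: 10000 AH1F cells per well; Buffer or medium: DMEM, 2% serum; Probe or stimulus: Alexa488-fibronectin, 24 nM final in well; Doses: single compound dose, delivered by pin transfer; Incubation: 1 h adhesion, overnight exposure; Measured by: fluorescence 485/525 nm; Read-out: fibronectin deposition inhibition.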
EWS-Fli block – blocks EWS/Fli oncoprotein-driven transcription | AID 651661 | 0.67% of 350,000 active | A673 NR0B1-luciferase reporter, viability-normalised | inhibition, % at 12.6 µM;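 active means mean inhibition of at least 50% after viability correction, with every replicate also passing that limit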;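 further: firefly luciferase signal divided by Alamar Blue viability fluorescence both relative to DMSO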
An asterisk follows results filed as active; / = not tested or not shown; & = joins results of further samples.

SMILES | LGR2 antag | ERAP1 inh | PglD DTNB | PGC1a acetyl inh | S100A4 MyoIIA | PAX8 reporter | FN deposition inh | EWS-Fli block
Nc1cc(C(F)(F)F)ccc1Nc1ccccc1 | 3 | / | 2 | 1 | / | 24 | 1 | /
C/C=C/c1ccc(C2[C@@H]3CN(C(=O)Nc4ccccc4OC)C[C@H]2N3)cc1 (stereo not given in full) | 16&0 | -4&-1 | / | 2&5 | 13&-4 | -5&-6 | -6&6 | -3&2
Cc1cc(C(=O)NN=C2CCCC2)c2ccccc2n1 | -14 | 4 | -4 | / | 4 | -6 | -8 | 0
O=C1c2ccccc2-c2c1c1ccccc1c(=O)n2CCO | -34 | 3 | / | -9 | -1 | 9 | / | -7
CCC(=O)N[C@H]1CC[C@H](CCNC(=O)Nc2ccc(C(F)(F)F)cc2)O[C@@H]1CO | -4 | -2 | 6 | / | 3 | 23 | -12 | -4
O=C(C[C@@H]1C=C[C@H](NC(=O)C2CC2)[C@H](CO)O1)NCc1ccncc1 | -5 | -1 | 0 | 0 | -35 | -5 | 17 | 3
Cc1noc(C)c1C(=O)Nc1ccccc1C(=O)NCCc1ccccc1 | 0 | -4 | 2 | / | -7 | 3 | 3 | 1
C[C@H]1CN([C@@H](C)CO)C(=O)c2cccc(NC(=O)C3CCCCC3)c2O[C@@H]1CN(C)S(=O)(=O)c1ccc(Cl)cc1 | -4 | 3 | 3 | 7 | -2 | 7 | / | 10
CCn1c(SCC(=O)NCc2ccccc2)nnc1-c1ccccc1O | -1 | 2 | 1 | 11 | -3 | / | / | -1
COC(=O)c1c(C)[nH]c(C(=O)C(C)OC(=O)C2CC(=O)N(c3ccc(C)cc3)C2)c1C (stereo not given) | -49 | -2 | -1 | -6 | -3 | 5 | 5 | 3
COc1ccccc1-c1cc(C(F)(F)F)nc(S(=O)(=O)CCCC(=O)Nc2cccnc2Cl)n1 | / | 2 | / | -19 | -12 | 30 | -7 | 20
Cc1nc2ccccn2c1C(=O)NN | -8 | / | -5 | 10 | / | 7 | -8 | /

Full records from above. Order of values: LGR2 antag | ERAP1 inh | PglD DTNB | PGC1a acetyl inh | S100A4 MyoIIA | PAX8 reporter | FN deposition inh | EWS-Fli block
CCC(=O)N[C@H]1CC[C@H](CCNC(=O)Nc2ccc(C(F)(F)F)cc2)O[C@@H]1CO is entered as -4 | -2 | 6 | / | 3 | 23 | -12 | -4
CCn1c(SCC(=O)NCc2ccccc2)nnc1-c1ccccc1O is entered as -1 | 2 | 1 | 11 | -3 | / | / | -1
Cc1cc(C(=O)NN=C2CCCC2)c2ccccc2n1 is entered as -14 | 4 | -4 | / | 4 | -6 | -8 | 0
COC(=O)c1c(C)[nH]c(C(=O)C(C)OC(=O)C2CC(=O)N(c3ccc(C)cc3)C2)c1C (stereo not given) is entered as -49 | -2 | -1 | -6 | -3 | 5 | 5 | 3
Cc1noc(C)c1C(=O)Nc1ccccc1C(=O)NCCc1ccccc1 is entered as 0 | -4 | 2 | / | -7 | 3 | 3 | 1

(cont.)
SMILES | LGR2 antag | ERAP1 inh | PglD DTNB | PGC1a acetyl inh | S100A4 MyoIIA | PAX8 reporter | FN deposition inh | EWS-Fli block
COc1cccc(NC(=O)C[C@@H]2CC[C@H]3[C@H](COc4ccc(NC(C)=O)cc4C(=O)N3C)O2)c1 | -12 | -1 | -2 | -1 | 3 | 14 | 0 | -3
O=C(Nc1ccc2c(c1)CCC2)Nc1ccc2c(c1)OCO2 | -65 | 5 | 2 | -1 | 0 | -152 | -7 | -65
COC(=O)c1cc(NC(=O)CN2C(=O)CSC2=O)ccc1Cl | / | / | 2 | 3 | / | -10 | 11 | /
COC(C[C@H]1O[C@@H]1C(=O)COCc1ccccc1)OC | 5 | 2 | / | / | -1 | -2 | 1 | 0
CCC(=O)N1[C@H](C#N)[C@H](c2ccccc2-c2cccc(C)c2)[C@@H]1CO | -9 | 2 | / | -4 | -9 | -8 | -8 | 7
Cc1cccc(S(=O)(=O)NNC(=O)c2sc(C)nc2C)c1 | 29 | -1 | / | / | -1 | 9 | -1 | 0
CC(Oc1cccc(F)c1)c1ccnc2nc(/N=C/N(C)C)nn12 (stereo not given) | 10 | -3 | / | -2 | -3 | 3 | 3 | 2
COc1ccc(C2NC(=O)N(C)C3=C2C(=O)CC(C)(C)C3)cc1OC (stereo not given) | / | 1 | / | / | -7 | -18 | 3 | -7
CCOC(=O)[C@H]1[C@H]2COc3cc(OC)ccc3[C@@H]2N2C(=O)c3cc(F)ccc3NC(=O)[C@@]12C | 4 | / | -8 | -8 | -2 | -10 | 9 | 0
COc1ccc(OC)c(S(=O)(=O)N2CCc3ccccc3C2)c1 | -6 | 3 | 0 | -9 | 1 | 21 | 7 | 13
Cc1noc(C)c1S(=O)(=O)Nc1ccc2c(c1)C(=O)N([C@H](C)CO)C[C@H](C)[C@H](CN(C)C(=O)CCCN(C)C)OCCCC[C@H](C)O2 | 3 | / | -5 | -6 | / | -20 | / | -12
COc1ccccc1-c1cccc(-c2nc(C(=O)Nc3nccs3)cc3c2[C@H](CCO)N(C(=O)CC2CC2)C3)c1 | -33 | -1 | / | 11 | -8 | / | -12 | 14
Cc1ccc(-n2ncc3c(=O)[nH]c(SCC(=O)N4CCCCC4)nc32)cc1 | 5 | 0 | / | -8 | 1 | -9 | -2 | 9
O=C1CCCC(O)=C1C=Nc1cccc(C(F)(F)F)c1 | -27 | 0 | -2 | / | -8 | 0 | 8 | 7
O=C(c1cccc(F)c1)N1CCCCN2[C@H](C1)[C@@H](c1ccc(-c3ccccc3)cc1)[C@@H]2CO | 17 | 1 | 1 | -11 | 16 | 13 | / | 4
C/C=C/c1ccc([C@@H]2[C@@H](CO)N(C(=O)C3CCC3)C23CN(S(=O)(=O)CC)C3)cc1 | 4 | 1 | / | -11 | -8 | -5 | / | 4
Cn1cccc1/C=C1\SC(=O)N(CC(=O)Nc2ccc(Cl)cc2)C1=O | -5 | 1 | -4 | -3 | 0 | / | / | 6
O=C(N[C@@H]1CC[C@H](CCNC(=O)c2ccccc2F)O[C@H]1CO)c1cnccn1 | -17 | 2 | 0 | 2 | -1 | -3 | -4 | 2
O=C(O)C1CCCN1c1ncccc1[N+](=O)[O-] (stereo not given) | / | 7 | / | -3 | 14 | -4 | 20 | -16
CCOP(=O)(OCC)C(NC(C)=O)C(=O)c1ccccc1 (stereo not given) | 45 | 0 | / | 0 | 0 | -16 | 1 | -1
Cc1nc([N+](=O)[O-])cn1CCC#N | -4 | 3 | 4 | 3 | -1 | -8 | -1 | 5
CCCCCCn1cc(CN(C)C2CN(Cc3cn(CCCCCC)nn3)S(=O)(=O)C2)nn1 (stereo not given) | 2 | / | / | / | 0 | 14 | 3 | -1
CO[C@H]1CN(C)C(=O)c2cc(NC(=O)c3ccccc3F)ccc2OC[C@@H](C)N(CC2CC2)C[C@@H]1C | -3 | -5 | 0 | -6 | 6 | 8 | -2 | -1
COC(=O)c1ccc(/C=N/Nc2nc(N3CCCCC3)nc(N3CCCCC3)n2)cc1 | / | -5 | / | / | 2 | -5 | 2 | 19

Some of the entries so far, as tab-separated lines:
molecule	LGR2 antag	ERAP1 inh	PglD DTNB	PGC1a acetyl inh	S100A4 MyoIIA	PAX8 reporter	FN deposition inh	EWS-Fli block
COC(=O)c1ccc(/C=N/Nc2nc(N3CCCCC3)nc(N3CCCCC3)n2)cc1	/	-5	/	/	2	-5	2	19
O=C(c1cccc(F)c1)N1CCCCN2[C@H](C1)[C@@H](c1ccc(-c3ccccc3)cc1)[C@@H]2CO	17	1	1	-11	16	13	/	4
CCCCCCn1cc(CN(C)C2CN(Cc3cn(CCCCCC)nn3)S(=O)(=O)C2)nn1 (stereo not given)	2	/	/	/	0	14	3	-1
C/C=C/c1ccc([C@@H]2[C@@H](CO)N(C(=O)C3CCC3)C23CN(S(=O)(=O)CC)C3)cc1	4	1	/	-11	-8	-5	/	4

Further structures follow.
SMILES | LGR2 antag | ERAP1 inh | PglD DTNB | PGC1a acetyl inh | S100A4 MyoIIA | PAX8 reporter | FN deposition inh | EWS-Fli block
O=C(OCC(=O)N1CCN(c2ccccc2)CC1)c1ccncc1 | 9 | 2 | -6 | -2 | -7 | -6 | -2 | -8
C[C@@H]1CN([C@H](C)CO)S(=O)(=O)c2ccc(-c3ccccc3)cc2O[C@@H]1CN(C)Cc1cncnc1 | 1 | 1 | 1 | -19 | -3 | -12 | / | -3
CC(C)c1ccccc1NC(=O)C1C2C=CC(C2)C1C(=O)O (stereo not given) | 0 | 4 | -7 | 4 | -6 | -8 | -3 | -21
COc1ccc(OC)c2sc(NC(=O)c3cccc(N4C(=O)CCC4=O)c3)nc12 | -11 | 0 | -2 | / | -1 | 16 | 1 | /
O=C(NCc1ccccc1)C1=C[C@@H](c2ccc(Br)cc2)C[C@@H](OCCCCO)O1 | -1 | -1&1 | -1 | -4&-5 | -6&-18 | 20&-9 | -2 | 8&3
c1ccc2cc(-c3cc4ccccn4c3)ccc2c1 | -15 | 0 | -5 | -4 | -5 | / | / | -77
CCOC(=O)C1=C(C)NC(=O)NC1c1ccc(N2CCC(c3ccccc3)=N2)cc1 (stereo not given) | -16 | / | -6 | -6 | / | -50 | -11 | /
CCCNC(=O)COC(=O)c1ccccc1C(=O)c1ccc(Cl)c([N+](=O)[O-])c1 | 106* | 0 | / | -127 | 3 | 54 | / | 55*
Cc1cccc(NC(=S)NC2CC3CCCC(C2)N3Cc2ccco2)c1 (stereo not given) | 32 | 2 | / | / | -1 | 2 | 18 | 10
CCN1CC(=O)N2[C@H](CO)[C@@H](c3ccc(-c4cccnc4)cc3)[C@H]2C1 | 26 | -4 | / | 12 | -2 | -15 | / | 7
CC(=O)c1ccc(S(=O)(=O)NCCc2cn3ccc(C)cc3n2)cc1 | -7 | -4 | 2 | / | 0 | -2 | / | /
OC(CON=C1c2ccccc2-c2ccccc21)CN1CCNCC1 (stereo not given) | 14 | 8 | / | -5 | -1 | -11 | 8 | -7
C[C@H]1CN([C@@H](C)CO)C(=O)c2cc(C#CC3CCCCC3)cnc2O[C@H]1CN(C)Cc1ccncc1 | 0 | 0 | 1 | 6 | 11 | / | / | -19
CCOC(=O)N1CCN(C(=O)COC(=O)COc2c(C)cc(C)cc2C)CC1 | 2 | -1 | 2 | -10 | 0 | -3 | -1 | 13
COc1ccc(CN(C)C[C@H]2OCCCC[C@H](C)Oc3ccc(NS(=O)(=O)c4cn(C)cn4)cc3C(=O)N([C@@H](C)CO)C[C@H]2C)cc1 | 5 | 2 | 0 | 5 | 6 | -23 | / | -4
Cc1ccc(SCc2ccc(C(=O)Nc3cccnc3)cc2)cc1 | -13 | -4 | / | / | 1 | -64 | 4 | 3
C[C@@H](NC(=O)C[C@@H]1C=C[C@H](NC(=O)c2cccnc2)[C@@H](CO)O1)c1ccccc1 | -5 | 5 | 0 | 1 | 4 | 7 | -7 | 0

LGR2 antag: what is marked active above
| mol | LGR2 antag | ERAP1 inh | PglD DTNB | PGC1a acetyl inh | S100A4 MyoIIA |
| --- | --- | --- | --- | --- | --- |
| CCCNC(=O)COC(=O)c1ccccc1C(=O)c1ccc(Cl)c([N+](=O)[O-])c1 | 106* | 0 | / | -127 | 3 |
